Source: PubChem BioAssay
ERG Ets-DNA blk = inhibitors of human ERG Ets domain-DNA interaction. P11308. fluorescence polarization, His-ERG Ets domain / labelled DNA. Potency, µM (highest dose often 76.9 µM), for the others: top-dose FP activity, negative = inhibition, usual class: inhibitors. 370,000 tested, 0.028% active. AID 624246; active = well fitted inhibition curve with a large enough effect in the polarisation, with a control signal flat; inconclusive = small, poorly fitted or top-dose-only effect, or effect the other way, or a change in a side signal; inactive = no such curve, though single readings can be large or run the other way; the % refers to the polarisation;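 note: polarization taken with two DNA probes labelled with fluorescein and Texas red; potency is the fitted concentration of half-maximal effect; % of control where 0% means no effect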
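His-tagged ERG Ets domain (1 uM in the protein solution; 300mM KCl, 50mM Tris-HCl, 1mM EDTA, 1mM DTT, pH 7.5) received compound, then a probe mix of 5 nM fluorescein-DNA and 100nM Texas-615-DNA. Fluorescence polarization was read for both dyes.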
RGS4 inhibitor = blocks human RGS4-accelerated GTP hydrolysis | AID 504845 | Transcreener GDP fluorescence polarization, RGS4-accelerated GTP hydrolysis | Potency, µM (doses to about 114 µM), for the others: top-dose activity change, negative = inhibition, hits mostly inhibitors | P49798 | 390,000 tested, 0.039% active; note: potency is the fitted concentration of half-maximal effect; % is set by controls: 0 for no effect and ±100 for the full control effect; nearly all actives have a fitted effect of over 75% in size; some results filed as inactive show a strong effect at the top dose
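MLSMR compounds (23 nl, pin-transferred) preincubated 10 min at room temperature with a 500nM (2x) first reagent, then RGS4 at 900nM (2x) plus Transcreener GDP mix added; fluorescence polarization (620/688 nm) read before and after 90 min at 30 °C.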
G9a inh = blocks human histone lysine methyltransferase G9a; Q96KQ7; G9a H3K9 monomethylation, AlphaScreen, 2 h; Potency, µM (doses to about 102 µM), for inactives: at the top dose activity, negative = inhibition, most hits filed as inhibitors; 350,000 tested, 8.8% active; note: potency is the fitted concentration of half-maximal effect; % is set by controls: 0 for no effect and ±100 for the full control effect; nearly all actives have a fitted effect of over 75% in size
Target sequence (Q96KQ7 913-1193 limits assumed): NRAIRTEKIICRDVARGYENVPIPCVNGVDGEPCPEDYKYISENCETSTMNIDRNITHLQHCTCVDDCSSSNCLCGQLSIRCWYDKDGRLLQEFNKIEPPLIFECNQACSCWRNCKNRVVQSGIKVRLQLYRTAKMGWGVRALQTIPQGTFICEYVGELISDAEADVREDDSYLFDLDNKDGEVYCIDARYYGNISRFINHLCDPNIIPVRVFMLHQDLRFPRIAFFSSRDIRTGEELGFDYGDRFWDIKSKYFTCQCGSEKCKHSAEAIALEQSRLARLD
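Enzyme 20 nM + cpd, 15 min RT; add b-H3K9 pep 500 nM / SAM 20 uM; 2 h RT; anti-H3K9me1 Ab 0.5 ug/mL + SA donor / anti-rabbit acceptor beads 20 ug/mL each, 10 min; AlphaScreen read.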
HP1b binding inh = blocks HP1-beta chromodomain binding to methylated histone tails; AlphaScreen HP1-beta / biotin-H3K9me3 peptide binding; Potency, µM (titrated, usually from 114 µM), without a hit: top-dose activity change, negative = inhibition, most hits filed as inhibitors; 390,000 tested, 0.56% active; AID 540317; note: potency is the fitted concentration of half-maximal effect; nearly all actives have a fitted effect of over 70% in size; inactives centre near 23
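HP1-beta protein (50 nM final) preincubated 30 min at room temperature with biotinylated H3(1-18)K9me3 peptide (50 nM) in PBS pH 7.4, 0.01% Tween-20, then compound added for 30 min. AlphaScreen streptavidin donor/nickel chelate acceptor beads (10 ug/mL final), 30 min dark, luminescence read.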
GLS inh = glutaminase GLS (human) inhibition; Potency, µM (titrated, usually from 45.5 µM), for inactives: at the highest dose activity change, negative = inhibition, most hits filed as inhibitors; 410,000 tested, 0.21% active; GLS enzymatic activity, qHTS titration; note: potency is the fitted concentration of half-maximal effect; % is set by controls: 0 for no effect and ±100 for the full control effect
Target sequence (O94925 whole entry, looked up): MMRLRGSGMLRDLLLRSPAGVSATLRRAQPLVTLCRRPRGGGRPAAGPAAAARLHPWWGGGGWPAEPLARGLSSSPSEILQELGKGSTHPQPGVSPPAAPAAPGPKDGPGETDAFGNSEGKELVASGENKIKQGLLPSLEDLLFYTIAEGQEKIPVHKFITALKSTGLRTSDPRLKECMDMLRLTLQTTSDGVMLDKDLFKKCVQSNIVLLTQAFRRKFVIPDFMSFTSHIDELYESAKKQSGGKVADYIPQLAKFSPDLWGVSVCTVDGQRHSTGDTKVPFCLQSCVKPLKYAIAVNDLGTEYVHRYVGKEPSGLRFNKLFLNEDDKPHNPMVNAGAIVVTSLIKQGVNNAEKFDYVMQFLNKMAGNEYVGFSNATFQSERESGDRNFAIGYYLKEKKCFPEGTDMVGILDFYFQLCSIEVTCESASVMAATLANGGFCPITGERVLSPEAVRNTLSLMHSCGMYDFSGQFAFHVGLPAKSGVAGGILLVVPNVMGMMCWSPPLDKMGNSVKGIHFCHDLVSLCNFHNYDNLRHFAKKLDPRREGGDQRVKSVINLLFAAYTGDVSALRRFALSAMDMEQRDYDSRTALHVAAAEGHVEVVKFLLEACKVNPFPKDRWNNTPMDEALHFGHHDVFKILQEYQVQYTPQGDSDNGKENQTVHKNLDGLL
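Human kidney-isoform GLS in 45 mM KH2PO4 pH 8.2, 0.02% Tween-20, with compound, started with 1mM L-Glutamine (added stock). Glutamate oxidase/HRP/Amplex red coupled fluorescence read at start and after 30 min at RT.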
BAZ2B block = blocks human BAZ2B. Q9UIF8. AlphaScreen BAZ2B-H3K14Ac peptide displacement. Potency, µM (top dose mostly 114 µM), without a hit: at the highest dose activity change, negative = inhibition, hits mostly inhibitors. 360,000 tested, 4.4% active. AID 504333; note: potency is the fitted concentration of half-maximal effect; % is set by controls: 0 for no effect and ±100 for the full control effect; nearly all actives have a fitted effect of over 60% in size
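AlphaScreen displacement: compounds (up to 110uM) incubated 30 min at room temperature with a preformed 50 nM BAZ2B/50 nM biotinylated H3K14Ac peptide complex in PBS pH 7.4 with Tween-20. Donor and acceptor beads at 10 ug/mL final added, 20 min light-protected before reading.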
JMJD2A Tudor = inhibitors of human JMJD2A Tudor domain; O75164; AlphaScreen JMJD2A-Tudor / H3K4me3 peptide binding; Potency, µM (top dose mostly 114 µM), for the others: top-dose activity change, negative = inhibition, most hits filed as inhibitors; 390,000 tested, 4.4% active; AID 504339; note: potency is the fitted concentration of half-maximal effect; % is set by controls: 0 for no effect and ±100 for the full control effect; nearly all actives have a fitted effect of over 50% in size
PI4K2A inh = blocks human PI4K2A kinase activity; purified PI4K2A, ADP-Glo luminescence, 1 h; stronger effect = lower value; activity change, negative = inhibition, % at 76.9 µM; 420,000 tested, 0.13% active; AID 1346378; in the data active = activity change below about -50%; inconclusive = mostly about -30% to -49%;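 note: -100% = wells without enzyme as full effect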
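In this quantitative HTS, ADP production by PI4K2A was quantified luminescently after 1 h at ambient temperature; 100 microM adenosine served as plate-quality control.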
12-LOX inh = ALOX12 (human) lipoxygenase inhibition. purified 12hLO, xylenol orange hydroperoxide absorbance. AID 1671190. P18054. 580,000 tested, 1.1% active. Potency, µM (top dose mostly 108 µM), inactives show at the highest dose activity change, negative = inhibition, actives largely listed as inhibitors; note: potency is the fitted concentration of half-maximal effect; % is set by controls: 0 for no effect and ±100 for the full control effect
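Purified human 12hLO (150 nM final) in 25 mM Hepes, 0.01% Triton X-100, pH 7.0 was preincubated 15 min at room temperature with compound. Then 40 uM arachidonic acid was added, 30 min. Hydroperoxide was read by Fe-XO absorbance ratio 573/405 nm.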
An asterisk follows results filed as active; i = inactive; ? = inconclusive; nt = no result given; [ ] = dose if it differs, or a comment. Unless noted, calls come from the whole dose curve; as a rule, active = well fitted curve in the direction sought with a large enough effect; inconclusive = small, poorly fitted or top-dose-only effect, or another doubt; inactive = no such curve, though single readings can be large; an effect the other way counts as inactive or inconclusive. A portion of the library (hit frequency here may not be typical).

SMILES	ERG Ets-DNA blk	RGS4 inhibitor	G9a inh	HP1b binding inh	GLS inh	BAZ2B block	JMJD2A Tudor	PI4K2A inh	12-LOX inh
O=C(Cc1ccc(F)cc1)OCN1C(=O)c2ccccc2C1=O	-2%	0%	28µM*	46%[activator]	0%	79µM*	-9%	-3	-1%
O=C(COc1ccccc1[N+](=O)[O-])NNC(=O)Nc1cccc2ccccc12	-3%	-8%	nt	31%	9%	-37%	?	-1	-7%
O=C(CCNS(=O)(=O)c1ccc(Br)cc1)NCc1ccc2c(c1)OCO2	8%	9%	0%	14%	1%	-4%	-16%	4	?
CCn1c(=O)c2c(n3c(=S)[nH]nc13)-c1ccccc1CC21CCCCC1	0%	?	1.6µM*	-14%	-12%	-34%	18µM*	0	14µM*
O=C(CSc1ccc(-c2cccnc2)nn1)Nc1ccccc1F	10%	9%	nt	15%	0%	-3%	-10%	-8	?
COC(=O)c1cnn(-c2ccc(C(=O)Nc3cccc(C(C)=O)c3)cc2)c1N	1%	19%	4%[12.7 µM]	76%[activator]	-4%	1%	-25%	3	3%
COc1ccc(CCNC(=O)c2ccccc2)cc1	15%	-35%	nt	11%	4%	8%	-12%	0	39%[activator]
CCN(CCCNC(=O)c1nn(-c2ccc(OC)c(Cl)c2)c(=O)c2c1c1ccccc1n2C)c1ccccc1	-1%	9%	1%[59 µM]	13%	10%	nt	-21%	-6	-25%
COC(=O)c1cccc(NC(=S)NCc2ccc(F)cc2)c1	16%	-21%	0%	15%	-3%	-15%	-7%	6	?
Cc1ccc2nc(Nc3ccc(F)cc3)c3nncn3c2c1	-3%	-15%	2%	42%[activator]	-10%	-8%	-19%	5	?
N/C(=N\O)c1ccc([N+](=O)[O-])s1	0%	-14%	?	47%[activator]	5%	-4%	7%	-2	0%
Cc1ccc(NC(=O)Nc2cn(CC(C)C)c(=O)c3ccccc23)cc1N(C)C	-5%	7%	?	-16%	5%	?	?	-15	-4%
CCn1cc(C(=O)N2CCN(c3cccc(Cl)c3)CC2)c(=O)c2cc(S(=O)(=O)N3CCC(C)CC3)ccc21	2%	11%	?	1%	-2%	nt	-34%	-4	?
Cc1sc2ncn(/N=C/c3ccco3)c(=O)c2c1C	-6%	7%	4%[12.7 µM]	31%	-3%	-11%	-13%	-4	-9%
Cc1ccc(S(=O)(=O)N2CCOCC2)cc1NC(=O)CSc1cccc[n+]1[O-]	2%	8%	-13%	5%	1%	-6%	-10%	-6	-14%
N#C/C(=N\Nc1ccc(Br)cc1)C(=N)N1CCOCC1	6%	4%	-44%	6%	5%	nt	-25%	-3	?
O=C(CCS(=O)(=O)c1cccc2nsnc12)NC1CCCCC1	4%	-15%	22µM*	24%	-4%	-1%	-13%	0	?
Cc1ccc(S(=O)(=O)N2CC(=O)NC(=O)C2)cc1	-11%	-3%	-5%[59 µM]	17%	-2%	-11%	8%	1	-13%
Cc1nnc(SCCn2c(N3CCCC(C)C3)nc3c2c(=O)[nH]c(=O)n3C)s1 (configuration not stated)	-5%	-6%	-3%[59 µM]	33%	4%	7%	-5%	1	0%
CN(C(=O)COc1ccc(Cl)cc1Br)C1CCCCC1	-4%	-45%	50%	51%[activator]	5%	12%	35%	0	0%
Cc1ccc(NC(=O)c2ccc(=O)[nH]c2)cc1S(=O)(=O)N1CCCCC1	6%	8%	-35%	2%	-9%	-25%	-22%	-4	-15%
CSC1=NC(=O)/C(=C\c2cccc3ccccc23)S1	-3%	23%	-23%	-17%	-1%	40µM*	?	3	-18%
CCC1CC(C)(C(=O)Nc2ccc(S(N)(=O)=O)cc2)OC1=O (configuration not stated)	-3%	-16%	4%[12.7 µM]	18%	3%	7%	-7%	2	0%
COc1ccc(O)c(/C=N/Nc2nc(C)cc(-c3ccccc3)n2)c1	2%	-5%	nt	?	?	nt	35µM*	2	-29%
COc1ccc(C(=O)c2cn(Cc3ccc(F)cc3)c3c(F)cc(F)cc3c2=O)cc1	6%	-22%	2%[59 µM]	55%[activator]	-1%	14%	-9%	2	-16%

At a glance, some entries already given:
SMILES	ERG Ets-DNA blk	RGS4 inhibitor	G9a inh	HP1b binding inh	GLS inh	BAZ2B block	JMJD2A Tudor	PI4K2A inh	12-LOX inh
O=C(Cc1ccc(F)cc1)OCN1C(=O)c2ccccc2C1=O	-2%	0%	28µM*	46%[activator]	0%	79µM*	-9%	-3	-1%
O=C(COc1ccccc1[N+](=O)[O-])NNC(=O)Nc1cccc2ccccc12	-3%	-8%	nt	31%	9%	-37%	?	-1	-7%

(list continues)
SMILES	ERG Ets-DNA blk	RGS4 inhibitor	G9a inh	HP1b binding inh	GLS inh	BAZ2B block	JMJD2A Tudor	PI4K2A inh	12-LOX inh
O=C1CC(N2CCC(c3nc4ccccc4o3)CC2)C(=O)N1 (configuration not stated)	3%	9%	-9%	66%[activator]	-8%	-12%	2%	-2	7%
CCOC(=O)C1CCN(C(=O)/C=C/c2cccs2)CC1	9%	0%	-31%	?	6%	-8%	-1%	1	9%
COc1ccc(CCNC(=O)CCS(=O)(=O)c2cccc3nsnc23)cc1OC	8%	-16%	-10%[12.7 µM]	18%	-1%	7%	-8%	1	0%
Cc1nnc(NC(=O)c2cccc(S(=O)(=O)N3CC(c4ccccc4)CC3=O)c2)s1 (configuration not stated)	-12%	12%	50µM*	44%[activator]	4%	6%	-8%	1	11%
CCN(CC)c1ccc(NC(=O)c2ccc(NC(=O)C3CCCO3)cc2)c(C)c1 (configuration not stated)	-7%	-26%	8.9µM*	-13%	41%[activator]	-37%	-33%	-1	?
CCCNC(=S)N1CCC(NC(=O)Nc2ccc(C)cc2)CC1	-10%	-12%	nt	39%[activator]	3%	-10%	-15%	3	-2%
Cc1cccc(Nc2nc(NC(C)C)nc(Oc3ccc(=O)n(C)n3)n2)c1	4%	-16%	-4%[59 µM]	21%	-2%	3%	-13%	0	-7%
O=C(NCc1ccccc1)c1ccc2nc(N3CCOCC3)sc2c1	4%	-4%	-6%	4%	0%	2%	-9%	6	2%
CN1CCN(C(=S)NC(=O)c2ccc(Br)cc2)CC1	-4%	-45%	40µM*	25%	0%	-18%	-17%	0	?
CSc1ccc(CCNC(=O)CN2C(=O)c3cccnc3Oc3ccc(Cl)cc32)cc1	-2%	-33%	3%[59 µM]	44%[activator]	3%	-1%	-1%	0	-15%
COc1ccccc1C1OCC(C)([N+](=O)[O-])CO1 (configuration not stated)	-8%	2%	nt	-19%	-22%	nt	-21%	9	3%
Cc1c(Cl)cccc1-n1cnc(=O)c2ccccc21	-9%	-9%	nt	15%	-5%	nt	5%	-4	47%[activator]
CCN(CC)Cc1c(O)ccc2c(=O)c(-c3ccccc3OC)coc12	0%	-16%	nt	54%[activator]	-10%	1%	-3%	-2	-13%
CCOC(=O)C(C)Oc1cccc2c(=O)n(CC(=O)Nc3ccc(OCC)cc3)ccc12 (configuration not stated)	-2%	16%	15%[59 µM]	34%	1%	-6%	-16%	-2	14%
Clc1ccccc1Nc1ncnc2c1nnn2Cc1ccccc1	-16%	8%	45%	18%	3%	43%[activator]	6%	-4	2%
O=C(/C=C/c1ccc(OCCCF)cc1)NCc1ccc(Cl)c(Cl)c1	1%	-15%	7%[59 µM]	27%	-15%	-1%	20%	-5	168%[activator]
Cc1cccc(N(C(=O)c2csnn2)C(C(=O)NCc2ccccc2)c2ccc(C)o2)c1 (configuration not stated)	-1%	1%	-16%	1%	4%	-17%	-21%	-1	-14%
Cc1nc2ccc(C(=O)N/N=C/c3cc([N+](=O)[O-])ccc3O)cc2[nH]1	6%	-50%	-40%	56%[activator]	-5%	35µM*	56µM*	?	-16%
Cc1cccc(-c2noc(CNC(=O)c3ccc(C)cc3C)n2)c1	-7%	-3%	-5%[59 µM]	35%	-2%	4%	6%	-4	-8%
Cc1ccc(-n2nc3c(=O)n(CCCC(=O)NCc4cccc(F)c4)nc(C)c3c2C)cc1	1%	-12%	-3%[59 µM]	13%[57 µM]	-3%	-12%	-4%	-2	-5%
CCc1cc(=O)oc2c(C)c(OC(C)C(=O)NCC3CCC(C(=O)O)CC3)ccc12 (configuration not stated)	-3%	30%	-25%	32%	0%	-10%[57.1 µM]	-12%	7	1%
Cc1cc(C2C(C#N)=C(N)OC3=C2C(=O)CCC3)c(C)s1 (configuration not stated)	-21%	0%	10%	11%	15%	2%	-9%	14	-11%
O=C(Nc1cccc(C(F)(F)F)c1)C1CCCN1S(=O)(=O)c1cccc2nsnc12 (configuration not stated)	-3%	-7%	-10%[59 µM]	2%	7%	-36%	-35%	2	-21%
O=C(NN1C(=O)c2ccccc2NC1c1ccc([N+](=O)[O-])o1)c1ccc(Br)cc1 (configuration not stated)	12%	-6%	-2%[59 µM]	8%	3%	-27%	-22%	4	?
COc1ccc(-c2ccc(CCC(=O)O)n2Cc2ccco2)cc1	5%	-28%	nt	-4%	-6%	?	-30%	-5	?
CC(C)(C)OC(=O)N1CCC[C@H]1c1nnc(SCc2cccc(Cl)c2)o1	1%	-16%	-10%	18%	3%	7%	16%	-1	33%[activator]
Cc1ccc(OCC(=O)NNC(=O)c2ccco2)c(C)c1	-4%	21%	-20%	28%	22%	-6%	1%	-5	i
CCc1nnc(NC(=O)CSc2nnc3nc(C)cc(C)n23)s1	7%	-23%	-11%	37%	-3%	-2%	-2%	3	?
